Source: PubChem BioAssay (several laboratories)
SKN-1 block = inhibitors of C. elegans SKN-1; C. elegans VP596 Pgst-4::GFP/RFP ratio, acrylamide-induced, 24 h; inhibition, % at 21.8 µM; 0.49% of 360,000 active; AID 624304;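 active means interference check ratio from 0.5 to 1.5 plus GFP to RFP signal ratio inhibition reaching or exceeding a fixed threshold, cut at about 30% in these data, passing the limit was not always enough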; further: some compounds called inactive have numbers as strong as hits
Tb MetRS inh = blocks T. brucei methionyl-tRNA synthetase activity | 0.4% of 360,000 active | inhibition, % at 11.9 µM | purified T. brucei MetRS, ATP depletion, Kinase-Glo luminescence;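 active means inhibition above a per-plate cutoff of the control wells' mean inhibition plus 3 SD, cut at about 5.5% in these data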;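 further: 0% = DMSO wells median and 100% = median of wells with control inhibitor compound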
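Material: T. brucei methionyl-tRNA synthetase, purified; reagent: substrates ATP, L-methionine and bulk Escherichia coli tRNA; dosing: 11.9 µM single point; timing: 15 min plus 2 h at 25 °C; detection: luminescence of leftover ATP; evaluation: % inhibition; control set: DMSO-only wells as low control; replicates: singlicate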
PABP1 MLLE inh = blocks PAM2 peptide binding to the PABP1 MLLE domain | GST-MLLE / FITC-PAM2 fluorescence polarization | inhibition, % at 20 µM | 0.36% of 360,000 active; in the data active means inhibition above about 35%, passing the limit was not always enough;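 further: plate controls were DMSO wells with GST-MLLE for no effect and wells lacking GST-MLLE protein for full effect; some results filed as inactive read as strong as hits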
Target sequence (P11940 whole entry, looked up, the tested form may be a part): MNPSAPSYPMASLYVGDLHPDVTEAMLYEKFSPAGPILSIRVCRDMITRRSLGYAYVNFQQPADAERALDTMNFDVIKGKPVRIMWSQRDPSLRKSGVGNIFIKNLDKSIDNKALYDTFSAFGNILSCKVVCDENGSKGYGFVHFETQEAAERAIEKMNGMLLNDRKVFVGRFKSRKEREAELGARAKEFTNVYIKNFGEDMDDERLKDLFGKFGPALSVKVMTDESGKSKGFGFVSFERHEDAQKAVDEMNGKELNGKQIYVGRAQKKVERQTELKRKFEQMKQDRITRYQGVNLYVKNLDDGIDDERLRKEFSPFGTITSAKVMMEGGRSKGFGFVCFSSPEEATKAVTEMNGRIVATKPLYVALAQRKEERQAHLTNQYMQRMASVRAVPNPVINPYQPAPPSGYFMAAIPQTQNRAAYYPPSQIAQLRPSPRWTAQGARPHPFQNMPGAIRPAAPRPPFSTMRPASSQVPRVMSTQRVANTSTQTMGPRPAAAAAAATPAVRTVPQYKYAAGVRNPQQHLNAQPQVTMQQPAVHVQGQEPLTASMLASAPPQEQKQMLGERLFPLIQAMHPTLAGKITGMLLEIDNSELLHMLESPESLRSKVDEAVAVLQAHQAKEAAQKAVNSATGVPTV
MT1-MMP act inh = MT1-MMP (human) activation inhibition | HT1080 RFP-PRO-GFP cells, GFP/RFP ratio fluorescence, overnight; percent of plate control window, DMSO zero | GFP/RFP ratio change, % at 20 µM | 0.061% of 360,000 active | AID 651647;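 active means GFP/RFP ratio change of at least 30% with cell ATP level not reduced by more than half and red fluorescence within 50% of control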; further: strong numbers were not always called active
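Test system: HT1080 RFP-PRO-GFP cells; Benchmarks: DMSO and RFP-L50D-GFP cell wells; Timing: cells overnight before dosing, compound overnight, 37 °C, 5% CO2; Compound: one 20 µM compound dose with 1% DMSO; Read-out: GFP/RFP fluorescence ratio.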
CendR NRP1 mod = alters CendR peptide binding to human NRP-1; inhibition, % at 25 µM; 0.85% of 360,000 active; FAM-RPARPAR peptide binding to NRP-1, fluorescence polarization; O14786; AID 602438;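 active means inhibition or corrected inhibition above about 18%, plus a signal ratio from 0.5 to 1.5, limit read from the data, passing the limit was not always enough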; further: strong numbers were not always called active
MsrA act = activators of bovine methionine sulfoxide reductase A. AID 602163. activation, % at 10.6 µM. 0.3% of 360,000 active. purified bovine MsrA, absorbance read-out; in the data active means activation above about 7.5%;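 further: 0% = vehicle and 100% = reference activator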
MsrA inhibitor = bovine MsrA inhibition; AID 651718; purified bovine MsrA, absorbance read-out; inhibition, % at 15.5 µM; 0.75% of 360,000 active; in the data active means inhibition above about 4.5%;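 further: 0% = vehicle wells with enzyme and 100% = reference inhibitor wells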
eLon inh = inhibitors of E. coli Lon protease | P0A9M0 | purified E. coli Lon protease, fluorescence polarization | inhibition, % at 7.94 µM | 0.42% of 360,000 active; in the data active means inhibition above about 13%, passing the limit was not always enough;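 further: 0% = enzyme with probe and DMSO and 100% = no enzyme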
FAS TE block = FAS thioesterase (human) inhibition. P49327. recombinant FAS-TE, OMFH fluorogenic substrate, fluorescence endpoint. inhibition, % at 15 µM. 0.67% of 360,000 active. AID 602261;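 active means compounds whose normalised, plate-corrected inhibition of enzyme fluorescence in the single-dose primary screen is 50% or more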;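 further: 0% = DMSO with enzyme and 100% = substrate without enzyme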
Starred values were filed as active, the others as inactive; · = no result given; & = joins results of further samples. Not a hit list. Share with any hit: about 4%.

SMILES	SKN-1 block	Tb MetRS inh	PABP1 MLLE inh	MT1-MMP act inh	CendR NRP1 mod	MsrA act	MsrA inhibitor	eLon inh	FAS TE block
COc1ccc(NC(=S)N2CCNC(=O)C2CC(=O)Nc2ccc(C)cc2)cc1 (centres undefined)	-6.5	-0.5	-89.8	-0.6	5.5	-3.2	-0.2	-1.8	12.3
CCOC(=O)CCc1c(C)c2ccc(OCc3nn[nH]n3)cc2oc1=O	-10.6	-0.5	-4.0	2.9	-4.0	-2.4	1.6	-12.5	-6.7
O=C(CCc1nnc2ccc(NCc3ccco3)nn12)N1CCN(c2ccc(F)cc2)CC1	-28.6	-0.2	-17.7	1.3	4.6	-5.0	0.1	10.0	-5.6
CN(C(=O)Nc1ccc(Cl)cc1)n1cnc2ccccc2c1=O	-5.4	-0.7	7.7	-0.6	-1.1	-2.7	-0.6	-0.9	-0.3
COc1ccc(CN2C(=O)C(CC(=O)NCCCN(C)C)CC(C(=O)N3CCOCC3)=C2C)cc1 (centres undefined)	-3.7	1.3	2.2	-0.3	5.1	0.7	-1.3	-2.0	-11.7
Cc1ccc(S(=O)(=O)N2CCC(=O)N(C(COCc3cccc(Cl)c3)Cc3ccccc3)CC2)cc1 (centres undefined)	6.3	-0.3	3.6	0.0	10.4	1.9	0.3	-6.4	30.1
CCCC(NC(=O)c1ccccc1)c1nc2ccccc2n1Cc1ccc(C(=O)OC)o1 (centres undefined)	1.6	-0.8	0.6	-4.8	4.7	-2.2	0.8	7.8	4.1
COc1ccc(CN2C(=O)CSCC2(C)C(=O)Nc2ccc3c(c2)OCCO3)cc1 (centres undefined)	7.1	-0.4	·	1.9	15.1	·	0.1	·	·
CCN(CC(=O)Nc1c(F)cccc1F)C(=O)C1CCN(S(=O)(=O)c2ccc(C)cc2C)CC1	1.8	-0.4	-11.2	1.1	2.8	-7.2	-1.6	7.5	-1.0
COc1cc(-c2cc(O)c(-c3ccc4ccccc4n3)c(=O)[nH]2)cc(OC)c1OC	19.4	-0.5	-109.3	-107.6	100.9	1.4	0.8	-415.8	-43.8

Some of these compounds in order of their number in Tb MetRS inh, largest number first.
mol,SKN-1 block,Tb MetRS inh,PABP1 MLLE inh,MT1-MMP act inh,CendR NRP1 mod,MsrA act,MsrA inhibitor,eLon inh
COc1ccc(CN2C(=O)C(CC(=O)NCCCN(C)C)CC(C(=O)N3CCOCC3)=C2C)cc1 (centres undefined),-3.7,1.3,2.2,-0.3,5.1,0.7,-1.3,-2.0
O=C(CCc1nnc2ccc(NCc3ccco3)nn12)N1CCN(c2ccc(F)cc2)CC1,-28.6,-0.2,-17.7,1.3,4.6,-5.0,0.1,10.0
Cc1ccc(S(=O)(=O)N2CCC(=O)N(C(COCc3cccc(Cl)c3)Cc3ccccc3)CC2)cc1 (centres undefined),6.3,-0.3,3.6,0.0,10.4,1.9,0.3,-6.4
COc1ccc(CN2C(=O)CSCC2(C)C(=O)Nc2ccc3c(c2)OCCO3)cc1 (centres undefined),7.1,-0.4,·,1.9,15.1,·,0.1,·
COc1ccc(NC(=S)N2CCNC(=O)C2CC(=O)Nc2ccc(C)cc2)cc1 (centres undefined),-6.5,-0.5,-89.8,-0.6,5.5,-3.2,-0.2,-1.8
CCCC(NC(=O)c1ccccc1)c1nc2ccccc2n1Cc1ccc(C(=O)OC)o1 (centres undefined),1.6,-0.8,0.6,-4.8,4.7,-2.2,0.8,7.8

Quoted at random: two records from the list, in no set order.
SMILES	SKN-1 block	Tb MetRS inh	PABP1 MLLE inh	MT1-MMP act inh	CendR NRP1 mod	MsrA act	MsrA inhibitor	eLon inh	FAS TE block
CCN(CC(=O)Nc1c(F)cccc1F)C(=O)C1CCN(S(=O)(=O)c2ccc(C)cc2C)CC1	1.8	-0.4	-11.2	1.1	2.8	-7.2	-1.6	7.5	-1.0
COc1ccc(NC(=S)N2CCNC(=O)C2CC(=O)Nc2ccc(C)cc2)cc1 (centres undefined)	-6.5	-0.5	-89.8	-0.6	5.5	-3.2	-0.2	-1.8	12.3

(listing goes on)
SMILES	SKN-1 block	Tb MetRS inh	PABP1 MLLE inh	MT1-MMP act inh	CendR NRP1 mod	MsrA act	MsrA inhibitor	eLon inh	FAS TE block
O=C(Nc1cccc(Cl)c1N1CCCC1)c1ccco1	0.8	0.5	-0.9	-4.4	-0.2	-1.9	-0.9	3.8	16.3
Cc1ccc(C(=O)/C=C2\NCCNC2=O)cc1	10.8	-0.4	5.5	5.8	8.3	-2.7	2.4	-6.9	-6.7
COc1cccc(CN2CCN(C(=O)c3ccc(-c4ccccc4)cc3)CC2)c1	8.5	-0.5	6.6	-0.4	5.5	-2.9	-0.5	-4.8	22.0
CCCCC#Cc1cncc(C(=O)N/N=C/c2cccc(OC)c2)c1	7.8	0.7	5.4	-2.1	37.5*	-1.4	-1.5	7.3	15.7
COc1ccc(S(=O)(=O)N2CCC3(CC2)OCCN3S(=O)(=O)c2cccs2)cc1	21.1	-0.2	7.5	-4.5	5.5	-0.7	-1.5	-8.9	24.2
O=C(O)Cn1c(-c2ccccn2)nc2ccccc21	-14.3	-1.5	-4.5	0.5	14.6	-1.8	0.3	-3.2	-2.7
COc1cc(/C(C)=N/NC(=O)CSc2nnc(C)s2)ccc1O	-20.1	-0.6	9.8	5.1	-12.2	-5.6	1.1	-12.3	-8.2
O=C(CCC(=O)c1ccc(Cl)cc1)OCC(=O)c1ccccc1	-8.8	0.1	-6.6	12.9	18.2	1.7	-0.6	-5.9	10.7
CNc1cncc(-c2cccc(NS(C)(=O)=O)c2)n1	-3.0	-0.1	10.4	-7.1	1.6	-2.2	5.8*	-11.7	-5.7
NNC(=O)c1ccccc1-n1cccc1	2.0	-0.6	-3.5	0.6	-8.8	-10.1	0.4	-2.5	-10.1
COc1ccc(S(=O)(=O)NN(C)C)cc1N(C)S(=O)(=O)c1ccc(Cl)cc1	-7.5	0.1	0.3	0.2	-15.2	2.9	-1.5	-2.1	-18.0
CN(CC(=O)NCCC1=CCCCC1)S(=O)(=O)c1ccc2c(c1)CCC(=O)N2	-8.9	-1.1	0.1	12.8	-5.9	-5.8	0.8	-10.2	-10.7
CC12CCC(C(=O)Nc3nc4ccccc4s3)(OC1=O)C2(C)C (centres undefined)	3.6	-0.4	-0.2	2.6	-2.2	-0.8	-0.6	-9.2	-1.5
NC(COCc1ccccc1)c1csc(Nc2ccccn2)n1 (centres undefined)	5.5	-0.2	-0.1	2.6	-23.6	-1.9	-1.1	-2.1	-6.2
O=C(CN(C(=O)c1ccccc1)C(=O)c1ccccc1)OCc1ccccc1	-6.1	-0.2	3.5	-1.1	-1.8	-0.8	-1.0	-4.1	20.3
O=C(c1cc2ccccc2cc1O)N1CCCC(C(F)(F)F)C1 (centres undefined)	-17.1	-0.8	-5.5	-5.8	16.5	-12.6	0.7	2.4	4.0
CC12CC(NC(=O)N1CCc1ccccc1)c1ccccc1O2 (centres undefined)	-0.4	-0.5	-12.8	9.0	7.8	-2.5	-0.6	-5.7	-7.9
CCNc1c(C(=O)O)ccc2c1C(=O)c1ccccc1C2=O	13.8	0.4	12.5	16.4	2.2	-3.5	-0.3	6.1	-4.8
O=C(CN1C(=O)c2cccnc2Oc2ccc(Cl)cc21)N1CCCCCC1	16.6	0.0	-0.4	2.6	7.7	0.9	1.0	-2.3	-4.2
CC(C)CSc1oc(-c2ccco2)nc1S(=O)(=O)c1ccccc1	0.9	0.1	-140.7	-2.7	-11.0	-2.0	0.2	7.0	22.8
COCC1CCN(C(=O)c2ccc3oc(C(C)C)nc3c2)C1 (centres undefined)	15.9	0.2	8.3	3.4	0.9	-4.5	0.2	-9.4	-8.1
C=CCNC(=S)NC1CC(C)(C)NC(C)(C)C1	-7.8	0.3	-6.5	1.1	2.1	-1.9	-0.8	-3.3	-18.8
COc1ccc(C(C)C)cc1S(=O)(=O)NC1CCCC1	3.7	-0.4	-7.1	0.6	-6.9	-1.6	0.1	-6.3	3.4
CCn1c(SCC(=O)OC)nc2sc3c(c2c1=O)CC(C)(C)OC3	15.0	-0.4	-16.5	-1.5	4.8	-0.7	0.6	10.0	-0.5
O=C(NCCC(=O)N1CCCCCCC1)c1ccc(Cl)cc1	1.3	-0.3	-2.7	0.9	-2.5	0.5	0.3	-2.6	-1.7
COc1ccc(-n2ncc3c(SCC(=O)N4CCN(c5ccccc5OC)CC4)ncnc32)cc1	-20.1	-0.6	2.5	1.1	5.0	-5.8	0.4	1.7	9.8
O=C(c1ccc(Oc2ccc([N+](=O)[O-])cc2Cl)cc1)N1CCCC1	4.8	3.7	9.8	-2.0	8.5	-4.0	0.3	-7.2	12.6
Cc1ccc(-c2csc(C(O)c3ccccc3)n2)cc1C (centres undefined)	2.1	0.4	5.9	7.0	-5.4	-0.1	-1.0	6.5	10.6
CCN1CCN(Cc2ccc(NC(=O)c3ccc(C)c(NC(=O)C(=O)c4c[nH]c5ccccc45)c3)cc2C(F)(F)F)CC1	21.4&-1.2&1.9	0.6&-0.3&-0.1	3.4&-11.1&-14.0	-3.0&-3.0&-17.8	-12.1&9.4&-2.2	-0.7&-0.7&-0.6	-1.4&0.9	1.5&-2.6&-14.3	-21.6&-7.2&-8.6
COc1ccc(C(=O)c2ccc(OC)c(Br)c2)cc1Br	7.8	0.0	-109.8	-1.9	-0.5	-1.9	-0.1	-3.1	29.2
CN1CCN(S(=O)(=O)c2cccc(C(=O)NCCC3=CCCCC3)c2)CC1	-6.3	-0.4	-6.2	1.9	0.2	-4.6	0.9	-2.6	-4.2
COc1ccc(NC(=O)c2cc(=O)c3ccccc3o2)cn1	15.6	-1.4	23.9	-16.9	15.3	-1.1	2.0	10.0	-2.6
CN1CCc2c(sc3c2C(=O)NC(c2ccc(-c4ccc(Cl)cc4)o2)N3)C1 (centres undefined)	25.9	1.4	-133.9	-81.0	-117.9	-3.6	0.9	-73.5	-6.4
Cc1ccc(C)c(Nc2c([N+](=O)[O-])c(=O)oc3ccccc23)c1	14.9	0.0	6.8	-0.6	-1.9	-2.4	0.9	2.9	11.3
Cc1ccc(NC(=O)Cc2nnc(SCC(=O)c3ccc(Br)cc3)n2C)cc1	17.1	0.3	-20.2	-2.3	-5.7	-0.2	-1.4	-2.2	-4.6
Cc1nc2nc3c(cn2n1)C(=O)CC(C)(C)C3	-0.7	-1.1	-1.4	·	13.3	-1.1	-1.1	-3.8	-5.1
CC(C)N1CCC2(CC1)N=C(c1ccc3c(c1)OCO3)CC(c1cc(Cl)ccc1O)N2 (centres undefined)	9.7	-1.2	6.4	-22.4	-6.8	-1.6	1.5	-5.9	-5.4
CC(=O)Nc1ccc(NC(=O)CN(C)S(=O)(=O)c2ccc3nc(C)sc3c2)cc1	4.2	0.6	1.6	-1.2	10.7	-2.1	1.1	-10.2	-3.9
